Screens (PubChem BioAssay)
AID2073 – inhibitors of Mint1-CaV2.2 protein interaction, biochemical, HTRF (AID 2073) | Voltage-dependent N-type calcium channel subunit alpha-1B (Homo sapiens) | HTRF protein-protein interaction, Mint1-CaV2.2; higher % means a stronger effect | inhibition, % at 20 µM; hits with a dose series show IC50 in µM | hit rate 0.19% among 290,000; in the data active means inhibition mostly above about 51%, no sharp cut-off; further: some results filed as inactive read as strong as hits
LYP inhibition – inhibitors of LYP phosphatase, biochemical, fluorescence intensity, uHTS (AID 1779) | Tyrosine-protein phosphatase non-receptor type 22 (Homo sapiens) | inhibition, % at 11.5 µM; hits with a dose series show IC50 in µM | recombinant LYP phosphatase, fluorescence intensity; higher % means a stronger effect | hit rate 0.054% among 290,000; in the data active means inhibition above about 50%;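 further: plate controls were vehicle with enzyme for no effect and no enzyme for full effect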
Autophagy HCS – autophagy modulators in MEF cells, primary screen, imaging, high-content, MEF GFP-LC3 | calls only at 10 µM (by protocol) | AID 463193, 2010 | hit rate 0.98% among 190,000 | MEF GFP-LC3 puncta imaging; test concentration mostly 10 µM;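 active means percentage of spot-positive cells more than 3 SD above its plate mean, without a fluorescence outlier flag or 80% toxicity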;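 further: spot-positive cell cutoff set from DMSO-treated cells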
RSV antiviral HEp-2 – RSV antiviral activity via CPE protection, HEp-2 cells, primary 10 µM value included (AID 2391). hit rate 0.13% among 310,000. one-dose CPE inhibition, % at 10 µM; IC50 in µM for titrated hits. HEp-2 cells, RSV-induced CPE inhibition; higher % means a stronger effect; in the data active means a potency from the dose series; further: strong numbers were not always called active
WT yeast gro inh – growth inhibition of WT strain, primary screen, mitochondrial fusion inhibitor project, WT and mutant strains, chemical genetic. mitochondrial fusion phenotypic screen. inhibition, % at 10 µM. hit rate 2.1% among 190,000; in the data active means inhibition above about 58%; tested in S. cerevisiae
UTI89 phage lysis – inhibition of K1F phage lysis, E. coli UTI89, bacterial capsule biogenesis inhibitors, alamar blue (AID 488966); E. coli UTI89 K1F phage lysis, alamar blue, 2 h; higher % means a stronger effect; one-dose inhibition, % at 100 µM; IC50 in µM for titrated hits; hit rate 0.02% among 340,000;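 active means phage lysis inhibition, versus mean bacterial control, above a set limit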;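 further: capsule biogenesis inhibitors block K1F phage lysis so surviving cells raise fluorescence; higher fluorescence means more inhibition of phage lysis; actives were called in the ten point dose series up to 300 µM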
NTR1 agonist – agonists of NTR1, primary screen, imaging, U2OS cells, beta-arrestin-GFP, high content (AID 493036). NTR1-U2OS beta-arrestin-GFP spot imaging, agonist mode. Neurotensin receptor type 1 (Homo sapiens), P30989. activation, % at 20 µM. hit rate 0.17% among 330,000;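 active means activation at or above 40% of the spot to cytoplasm intensity ratio, with at least 20 cells analyzed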;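 further: 0% = DMSO without peptide and 100% = 100 nM NTR1 peptide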
Target sequence (P30989 whole entry, looked up): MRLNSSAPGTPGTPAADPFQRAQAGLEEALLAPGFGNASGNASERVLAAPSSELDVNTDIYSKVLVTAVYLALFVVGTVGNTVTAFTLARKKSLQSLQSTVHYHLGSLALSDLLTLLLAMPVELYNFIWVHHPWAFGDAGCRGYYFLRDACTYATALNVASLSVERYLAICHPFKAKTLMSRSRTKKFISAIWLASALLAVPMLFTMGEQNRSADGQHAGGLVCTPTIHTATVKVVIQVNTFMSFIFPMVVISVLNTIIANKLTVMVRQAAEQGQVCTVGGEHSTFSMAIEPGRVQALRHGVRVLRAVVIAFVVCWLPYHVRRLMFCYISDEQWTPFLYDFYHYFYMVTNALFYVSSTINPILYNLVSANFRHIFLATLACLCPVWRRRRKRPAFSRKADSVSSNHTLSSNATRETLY
NS5 inhibitors – Dengue-2 NS5 methyltransferase inhibitors, primary screen, biochemical, confirmation dose response (AID 588689) | hit rate 0.3% among 340,000 | Dengue-2 NS5 methyltransferase capping enzyme assay, biochemical; higher % means a stronger effect | inhibition, % at 25 µM; hits with a dose series show IC50 in µM | Genome polyprotein (Dengue virus type 2 (strain 16681-PDK53)); in the data active means a potency from the dose series
GPR35 arrestin U2OS – GPR35 antagonists blocking zaprinast-driven arrestin recruitment, primary screen, imaging, U2OS, beta-arrestin-GFP, zaprinast agonist (AID 2058). G-protein coupled receptor 35 (Homo sapiens). U2OS GPR35 beta-arrestin-GFP translocation imaging, zaprinast antagonism; higher % means a stronger effect. inhibition, % at 10 µM; hits with a dose series show IC50 in µM. hit rate 0.052% among 290,000;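 active means inhibition of at least 50% with at least 30 cells and total cytoplasm GFP at most 10,000,000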
WT yeast gro inh mutant strain – further read-out of WT yeast gro inh, marked with its call; inhibition, %; mitochondrial fusion phenotypic screen, mutant strain inhibition
Autophagy HCS cell loss 18 h – further read-out of Autophagy HCS, marked with its call; toxicity, %; measured here: cell loss, nuclei count;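 cell loss after 18 h compound exposure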
NTR1 agonist cell count 20 µM – second read-out of NTR1 agonist, no call of its own (marks repeat the call); cell count; measured here: cell count, cytotoxicity flag
NS5 inhibitors pilot replicate – further read-out of NS5 inhibitors, marked with its call; inhibition, %; measured here: pilot screen replicate inhibition
Numbers without * were called inactive; i = inactive; . = no result given; [ ] = dose if it differs, or a comment.

Start of the data: the first 3 compounds (preview)
SMILES	AID2073	LYP inhibition	Autophagy HCS	Autophagy HCS cell loss 18 h	RSV antiviral HEp-2	WT yeast gro inh	WT yeast gro inh mutant strain	UTI89 phage lysis	NTR1 agonist	NTR1 agonist cell count 20 µM	NS5 inhibitors	GPR35 arrestin U2OS	others
CNc1oc(/C=C/c2cccc(OC)c2)nc1C#N	45%	-60%	.	.	40%	.	.	-0.1%	0.0	74	-2%	5%
COCCN(C(=S)Nc1ccc(OC)c(Cl)c1)C1CCN(C(C)C)CC1	30%	-4%	i	8	-0.5%	0	1	0.5%	0.2	55	-4%	2%
CCOC(=O)C1(C(F)(F)F)N=C(C(F)(F)F)Nc2ccccc21 (centres undefined)	2%	-7%	i	-1	1.7%	3	10	2.4%[50 µM]	-1.0	45	-2%	6%

All compounds of this part, previewed entries included:
SMILES	AID2073	LYP inhibition	Autophagy HCS	Autophagy HCS cell loss 18 h	RSV antiviral HEp-2	WT yeast gro inh	WT yeast gro inh mutant strain	UTI89 phage lysis	NTR1 agonist	NTR1 agonist cell count 20 µM	NS5 inhibitors	GPR35 arrestin U2OS	others
CNc1oc(/C=C/c2cccc(OC)c2)nc1C#N	45%	-60%	.	.	40%	.	.	-0.1%	0.0	74	-2%	5%
COCCN(C(=S)Nc1ccc(OC)c(Cl)c1)C1CCN(C(C)C)CC1	30%	-4%	i	8	-0.5%	0	1	0.5%	0.2	55	-4%	2%
CCOC(=O)C1(C(F)(F)F)N=C(C(F)(F)F)Nc2ccccc21 (centres undefined)	2%	-7%	i	-1	1.7%	3	10	2.4%[50 µM]	-1.0	45	-2%	6%
FC(F)Oc1ccc(-n2cc(-c3ccccc3)[n+]3c2CCCCC3)cc1	3%	-10%	.	.	0.8%	.	.	1.6%	-1.3	44	-3%	14%
O=[N+]([O-])c1ccc(/C=N/NC(=S)Nc2ccc(Cl)cc2Cl)s1	-5%	-1%	.	.	1.1%	.	.	0.0%	-1.3	54	-2%	6%
COc1cc(/C=N/NC(=O)c2nnn(-c3nonc3N)c2-c2cccs2)ccc1O	2%	-5%	.	.	5.3%	.	.	-0.2%	1.1	40	-3%	-17%
O=C(CSc1nnc(-c2ccccc2)o1)OCc1ccccc1	-3%	-12%	i	-6	0.2%	11	-6	-0.3%	5.1	53	5%	7%
COc1ccc([N+](=O)[O-])cc1N/C(=N/S(=O)(=O)c1ccccc1)c1ccccc1	3%	-1%	i	5	-1.2%	5	-6	-0.8%	0.8	37	-2%	0%
CCN1CCN(S(=O)(=O)Cc2ccccc2)CC1	-7%	3%	i	3	-0.2%	1	4	-0.4%	2.3	56	0%	-3%
Cc1cccc(N2C(=O)C(Cl)=C(N3CCOCC3)C2=O)c1	19%	-2%	.	.	-1.7%	.	.	-1.6%	1.2	47	34µM*	-3%
Cc1nonc1NC(=O)Nc1cccnc1	10%	-6%	i	10	2.0%	12	-3	0.2%	-0.4	97	-8%	11%
COCc1cc(=O)[nH]c(SCC(=O)N2CCOCC2)n1	-1%	-9%	.	.	-0.1%	.	.	-0.6%[50 µM]	0.5	67	0%	0%
Cc1nc(=O)c(-c2ccccc2)c(C)n1-c1ccc(Br)cc1	0%	0%	.	.	0.6%	.	.	.	2.1	50	.	-2%
Cc1cc(C)cc(OCC(=O)NN2Cc3ccccc3C2=N)c1	-2%	-8%	i	-1	1.7%	.	.	0.4%	-0.1	53	8%	7%
Cn1nc(C(F)(F)F)c(-c2ccccc2)c1N	4%	-7%	.	.	.	.	.	-1.0%	-0.1	53	6%	-1%
C/C(=C\c1cc(C(=O)O)c(C)o1)CO	13%	-6%	i	1	2.1%	9	29	2.6%	2.7	78	6%	5%
Cc1ccc(C(=O)OCc2nnc(-c3ccccc3)o2)o1	-1%	-4%	i	29	2.2%	-6	0	0.3%	1.0	87	3%	-4%
O=c1c2ccccc2cnn1Cc1n[nH]c(=S)n1C1CC2CCC1C2 (centres undefined)	-32%	-4%	.	.	16%	.	.	-0.2%	1.4	70	-5%	-2%
O=c1/c(=C\c2cccc(O)c2)sc2nc(-c3ccccc3)c(-c3ccccc3)n12	29%	3%	.	.	2.0%	.	.	-0.3%	46*	52*	1%	12%
COC(=O)COc1ccc(S(=O)(=O)N2CCN(c3ccc(F)cc3)CC2)cc1	-4%	5%	i	-11	3.4%	4	13	-0.4%	5.2	56	-8%	6%
Oc1c(Br)cccc1/C=N/Nc1c(F)c(F)c(F)c(F)c1F	7%	7%	i	-1	-0.2%	44	40	1.5%[50 µM]	8.4	50	3%	3%
O=C(Nn1cnnc1)c1ccc(Br)s1	0%	0%	i	3	1.2%	-13	11	2.3%	0.8	56	-1%	-16%
O=C(CN(Cc1ccco1)C(=O)CNS(=O)(=O)c1ccc(F)cc1)NCc1ccco1	-4%	-4%	.	.	1.4%	.	.	0.4%	-0.7	41	-1%	6%
CCOC(=O)N1CCC(NC(=O)c2ccc3c(c2)sc2nc(-c4ccccc4)cn23)CC1	6%	3%	i	-5	-1.4%	-5	-8	-0.7%	16	45	-3%	5%
O=C(CCN1C(=O)c2ccccc2C1=O)C1=NN[C@@H]2C(=O)N(c3ccc4c(c3)OCCO4)C(=O)[C@H]12	-8%	-8%	.	.	3.4%	.	.	.	-0.7	40	.	-15%

As a working copy, part of the list above.
SMILES	AID2073	LYP inhibition	Autophagy HCS	Autophagy HCS cell loss 18 h	RSV antiviral HEp-2	WT yeast gro inh	WT yeast gro inh mutant strain	UTI89 phage lysis	NTR1 agonist	NTR1 agonist cell count 20 µM	NS5 inhibitors	GPR35 arrestin U2OS	others
COCCN(C(=S)Nc1ccc(OC)c(Cl)c1)C1CCN(C(C)C)CC1	30%	-4%	i	8	-0.5%	0	1	0.5%	0.2	55	-4%	2%
CCOC(=O)C1(C(F)(F)F)N=C(C(F)(F)F)Nc2ccccc21 (centres undefined)	2%	-7%	i	-1	1.7%	3	10	2.4%[50 µM]	-1.0	45	-2%	6%
FC(F)Oc1ccc(-n2cc(-c3ccccc3)[n+]3c2CCCCC3)cc1	3%	-10%	.	.	0.8%	.	.	1.6%	-1.3	44	-3%	14%
O=[N+]([O-])c1ccc(/C=N/NC(=S)Nc2ccc(Cl)cc2Cl)s1	-5%	-1%	.	.	1.1%	.	.	0.0%	-1.3	54	-2%	6%
COc1cc(/C=N/NC(=O)c2nnn(-c3nonc3N)c2-c2cccs2)ccc1O	2%	-5%	.	.	5.3%	.	.	-0.2%	1.1	40	-3%	-17%
O=C(CSc1nnc(-c2ccccc2)o1)OCc1ccccc1	-3%	-12%	i	-6	0.2%	11	-6	-0.3%	5.1	53	5%	7%

Additional structures follow.
SMILES	AID2073	LYP inhibition	Autophagy HCS	Autophagy HCS cell loss 18 h	RSV antiviral HEp-2	WT yeast gro inh	WT yeast gro inh mutant strain	UTI89 phage lysis	NTR1 agonist	NTR1 agonist cell count 20 µM	NS5 inhibitors	GPR35 arrestin U2OS	others
O=C(CN1C(=O)c2ccccc2C1=O)Nc1ccc(-c2nc3ccccc3o2)cc1	44%	3%	i	-3	1.6%	4	-11	-0.2%	1.6	33	1%	-1%
CC1=CCC2C(=O)N(c3ccc(C)cc3)C(=O)C2C1 (centres undefined)	7%	-14%	i	-4	1.9%	9	1	0.5%	-0.3	62	1%	-11%
CCC(c1nnnn1CC1CCCO1)N(CCN1CCOCC1)Cc1cc2cc(C)ccc2[nH]c1=O (centres undefined)	15%	-9%	i	0	.	12	8	0.0%	.	.	1%	-6%
CCC(=O)N1N=C(c2c(-c3ccccc3)c3cc(Cl)ccc3[nH]c2=O)CC1c1ccco1 (centres undefined)	7%	-5%	i	11	7.9%	16	-10	0.4%[50 µM]	36	64	-3%	6%
Cc1ccc(S(=O)(=O)N2CCCCC2)cc1C(=O)N1CCN(CCO)CC1	.	.	.	.	1.4%	.	.	0.9%[50 µM]	0.1	73	-5%	.
N#Cc1ccc(C(=O)CN2CCN(c3ccccc3)CC2)cc1	0%	-4%	.	.	1.6%	.	.	0.3%	3.5	48	0%	4%
CN(Cc1cn(C)nc1-c1ccc(Oc2ccccc2)cc1)CC1COCCO1 (centres undefined)	9%	-3%	i	13	-2.4%	9	27	0.2%	-0.3	47	5%	11%
CC(NC(=O)CSc1nnc(-c2cccnc2)n1N)c1ccccc1 (centres undefined)	4%	2%	i	19	2.5%	-5	2	0.4%	-0.5	64	1%	6%
C=CCn1c(NCc2cc(C)ccc2O)nc2ccccc21	2%	-8%	i	9	5.1%	8	5	4.0%	0.1	59	-3%	9%
COc1ccccc1/C=C/C(=O)Oc1cccc2cccnc12	-2%	1%	i	20	1.9%	8	12	0.1%	1.4	100	-4%	-11%
O=c1c2cc(Cl)ccc2nc(-c2ccccc2Cl)n1O	8%	0%	i	-6	-0.7%	6	5	-0.7%	-0.7	57	-2%	-1%
COc1ccccc1C(=O)N/C(=N/c1nc(C)cc(C)n1)Nc1ccccc1	-15%	-1%	.	.	11%	.	.	0.3%	11	37	-1%	7%
CCCCOC(=O)NC1(C)CCS(=O)(=O)C1 (centres undefined)	-5%	-3%	i	-2	0.5%	1	6	-0.6%	0.6	55	1%	-11%
O=C(NNc1nc(-c2ccccc2)c2cc(Br)ccc2n1)c1ccc(S(=O)(=O)N2CCCCC2)cc1	2%	-1%	i	14	4.3%	5	-12	0.4%[50 µM]	-0.3	80	-4%	1%
COc1ccc(NC(=O)CSc2nnc(-c3ccccc3C)n2C)cc1	7%	1%	i	4	-0.3%	6	-55	0.5%	-1.6	81	-6%	8%	NS5 inhibitors pilot replicate=-9.0
COC(=O)c1cccc(S(=O)(=O)N2CCCCC2)c1	9%	-4%	i	8	0.8%	-5	-94	-0.6%	0.7	59	-5%	-4%
C/C(=N\Nc1nncc2ccccc12)c1ccc(OCC(=O)N(C)C)cc1	2%	0%	.	.	0.5%	.	.	0.3%	0.9	34	-12%	19%
CCC(=O)c1ccccc1OCCN1C(=O)NC(C)(C)C1=O	-4%	4%	i	-5	1.6%	18	4	2.6%	1.3	64	2%	14%
Cc1csc(CN(C)C(=O)c2cn(Cc3cccc4ccccc34)nn2)n1	5%	-6%	.	.	2.6%	.	.	1.1%[50 µM]	0.5	57	2%	3%
O=C(COC(=O)CNC(=O)C1CCCCC1)Nc1cccc(F)c1	.	.	.	.	0.5%	.	.	4.0%[50 µM]	0.0	106	-3%	.
O=[N+]([O-])c1cc(C2Nc3cccc4cccc(c34)N2)ccc1Cl	70%	17%	i	3	1.7%	22	20	2.6%	4.2	39	3%	-16%
CC1(C)CC(=O)C2=C(C1)NC(SCC(=O)Nc1ccccc1)=C(C#N)C21CCCCC1	0%	-4%	i	13	3.6%	11	50	0.1%	28	59	.	-5%
O=S1OCCN1c1ccccc1 (centres undefined)	-10%	-10%	.	.	0.0%	.	.	1.6%	4.0	86	-2%	-3%
